Screening results from PubChem.
Gli-Sufu antag – Gli-Sufu pathway antagonists, primary screen, luciferase luminescence, Sufu-KO-LIGHT cells, uHTS. Sufu-KO-LIGHT fibroblasts, Gli luciferase reporter luminescence. inhibition, % at 5 µM. 340,000 tested, 0.74% active. AID 588413, 2011;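 active = inhibition above about 55%, limit read from the data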;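 also: 0% = DMSO-treated cells and 100% = wells with medium but no cells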
SENP8 block – SENP8 protease inhibitors, primary screen, biochemical, luminescence | purified SENP8, Z-RLRGG-aminoluciferin cleavage | inhibition, % at 10 µM | 330,000 tested, 1.2% active
Target sequence (Q96LD8 whole entry, looked up): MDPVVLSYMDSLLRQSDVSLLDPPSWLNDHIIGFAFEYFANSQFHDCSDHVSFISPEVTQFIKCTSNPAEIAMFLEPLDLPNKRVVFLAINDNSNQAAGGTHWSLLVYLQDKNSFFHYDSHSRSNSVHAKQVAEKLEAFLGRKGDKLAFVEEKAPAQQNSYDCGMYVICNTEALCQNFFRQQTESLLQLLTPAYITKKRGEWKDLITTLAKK
Apaf-1 inh – inhibitors of human Apaf-1 apoptosome, primary screen, biochemical, DEVD-Rh110 fluorescence, uHTS. 330,000 tested, 0.71% active. inhibition, % at 20 µM. reconstituted apoptosome caspase-3 activity; active = inhibition of at least 40% at 20 µM;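 also: plate controls were DMSO wells for no effect and DEVD-CHO caspase inhibitor wells for full effect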
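System: reconstituted apoptosome with Apaf-1, cytochrome c, caspase-9, procaspase-3, dATP; Signal: Rh110 fluorescence intensity; Schedule: 30 min compound preincubation, 50 min activation, room temperature; Reagent: cytochrome c trigger plus (Z-DEVD)2-Rh110 caspase-3 substrate.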
CCR6 antag – CCR6 receptor antagonists, primary screen, cell-based, CHO-K1, luminescence, beta-arrestin, uHTS; inhibition, % at 20 µM; C-C chemokine receptor type 6 (Homo sapiens), P51684; AID 493098, 2011; CHO-K1 CCR6 PathHunter beta-arrestin, CCL20-stimulated; 340,000 tested, 0.49% active;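 active = compounds whose inhibition of the agonist-driven luminescence signal at 20 µM reaches about 50%, limit read from the data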;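 also: cells stimulated with CCL20 at 14 nM final; plate controls were DMSO with CCL20 for no effect and DMSO without agonist for full effect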
Target sequence (P51684 whole entry, looked up): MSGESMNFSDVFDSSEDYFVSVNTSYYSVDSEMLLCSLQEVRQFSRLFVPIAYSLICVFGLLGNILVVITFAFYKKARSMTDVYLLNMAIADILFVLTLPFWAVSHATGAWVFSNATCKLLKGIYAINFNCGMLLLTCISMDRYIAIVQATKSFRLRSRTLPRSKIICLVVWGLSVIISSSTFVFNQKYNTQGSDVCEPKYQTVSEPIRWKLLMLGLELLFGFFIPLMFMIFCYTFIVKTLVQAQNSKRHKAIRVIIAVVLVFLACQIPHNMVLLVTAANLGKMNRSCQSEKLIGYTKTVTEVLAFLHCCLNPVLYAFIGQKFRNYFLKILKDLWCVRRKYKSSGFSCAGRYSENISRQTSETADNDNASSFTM
EBI2 antag – EBI2 receptor antagonists, beta-arrestin recruitment, primary screen, cell-based, luminescence, 7a,25-OHC stimulation, uHTS; G-protein coupled receptor 183 (Homo sapiens), P32249; 7a,25-OHC stimulated; inhibition, % at 5 µM; 360,000 tested, 0.81% active; AID 651636, 2012; in the data active = inhibition above about 38%;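 also: enzyme fragment complementation signal reports receptor beta-arrestin coupling in cells; 0% = agonist plus DMSO wells and 100% = wells without agonist; some results beyond the cut were filed as inactive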
Jurkat NFkB inh – inhibitors of induced NF-kB luciferase reporter, primary screen, TCR NF-kB activation inhibitor project, cell-based, luminescence, uHTS. Jurkat, PMA/ionomycin-induced NF-kB luciferase reporter. inhibition, % at 4 µM. 330,000 tested, 0.53% active
UBC13 inh – UBC13 polyubiquitin chain formation inhibitors, primary screen, biochemical, TR-FRET, uHTS | inhibition, % at 20 µM | Ubiquitin-conjugating enzyme E2 N (Homo sapiens), P61088 | 330,000 tested, 0.47% active | AID 485273, 2010; in the data active = inhibition above about 45%, passing the limit was not always enough
Target sequence (P61088 whole entry, looked up): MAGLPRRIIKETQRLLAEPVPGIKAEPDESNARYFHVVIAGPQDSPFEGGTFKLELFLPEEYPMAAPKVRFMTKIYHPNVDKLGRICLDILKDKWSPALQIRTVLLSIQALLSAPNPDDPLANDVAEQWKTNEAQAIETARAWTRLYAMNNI
697 NFkB inh – inhibitors of PMA/ionomycin-induced NF-kB reporter, 697 cells, primary screen, B-cell NF-kB inhibitor project, cell-based, luminescence, uHTS; 697 B-cell NF-kB luciferase reporter, 16 h; inhibition, % at 4 µM; AID 435022, 2010; 330,000 tested, 0.33% active; in the data active = inhibition above about 35%
* hit, by the source's call. Rule as the data show it, unless noted: active = inhibition above about 50%; inactive = the rest. The list is partial; the hit share may differ from the screen's.

Values run as follows: Gli-Sufu antag	SENP8 block	Apaf-1 inh	CCR6 antag	EBI2 antag	Jurkat NFkB inh	UBC13 inh	697 NFkB inh
1	O=C(O)C1C2CCC(O2)C1C(=O)Nc1ccc(OC(F)F)cc1 (stereo not given)
→ -10	2	-13	7	-7	9	-2	5
2	CCCOc1ccc(Cc2c(O)nc(SC)[nH]c2=O)cc1C
→ -3	-12	11	7	-3	-8	-2	-20
3	Cc1cc(C)cc(OCC(=O)NNC(=O)c2ccoc2C)c1
→ 0	-1	0	-11	-14	-8	-6	12
4	COC(=O)c1sc(N2C(=O)C(O)=C(C(=O)c3ccc(C)o3)C2c2ccco2)nc1C (stereo not given)
→ -14	-3	13	6	-3	8	-31	-21
5	Cc1ccc(C)c(NC(=O)C2C(c3ccccc3)C2(Cl)Cl)c1 (stereo not given)
→ 2	5	11	11	3	8	-1	9
6	Cc1ccc(C)c(CN2CCC(CNC(=O)Nc3ccc(F)c(Cl)c3)CC2)c1
→ 35	5	14	3	15	20	24	12
7	COCCNC(=S)N1CCC(c2nc(-c3ccc(F)cc3)no2)CC1
→ -8	-6	-16	7	3	16	10	-8
8	O=C(CC(c1ccccc1O)N1CCCCC1)N1CCCCC1 (stereo not given)
→ 0	7	-2	-18	-2	-17	7	2
9	CCN1CCc2c(OCC(=O)N3CCCCC3)cccc2C1=O
→ 1	5	-8	3	-5	-13	0	-1
10	CCOc1cc(C2/C(=C(\O)c3cc(C)ccc3C)C(=O)C(=O)N2CCN(C)C)ccc1O (stereo not given)
→ -17	2	5	8	9	-11	-10	20
11	O=C(COC(=O)c1ccco1)c1ccc(S(=O)(=O)N2CCCCC2)cc1
→ 4	-10	0	48	4	4	-6	14
12	Cc1nc2ncnn2c(C)c1CCC(=O)NCCc1ccccc1
→ -8	-7	-2	6	14	-19	0	-19
13	CCN(CC)c1ncnc2c1sc1nc(C)cc(C)c12
→ -6	-2	15	-4	9	-3	6	-31
14	CN(C)c1ccc(P(=O)(COc2ccc([N+](=O)[O-])cc2)c2ccc(N(C)C)cc2)cc1
→ 14	4	8	20	13	20	2	9
15	COc1cc(C#Cc2ccc3cc(CCO)oc(=O)c3c2)cc(OC)c1
→ -76	80*	10	3	14	-19	27	-139
16	C=CCSc1nnc(NC(=O)CCN2C(=O)C3CC=CCC3C2=O)s1 (stereo not given)
→ -6	0	-3	1	-5	0	2	6
17	CC1(C)CC2CC(C)(CN2C(=S)Nc2ccccc2)C1 (stereo not given)
→ -3	-7	10	8	-14	-5	-8	16
18	Cc1ccc(C)c(OCC(=O)Nc2cccc(C(=O)O)c2)c1C
→ -37	15	8	1	4	-24	-1	-14
19	CC(NC(=O)CSc1nc2c(cc1C#N)CN(C)CC2)c1ccccc1 (stereo not given)
→ 3	6	18	8	-12	-15	-67	-23
20	COc1ccccc1C(=O)N/N=C(\C)c1cccnc1
→ -15	-6	-8	7	-14	12	-1	-6
21	O=C(c1cc2ccccc2oc1=O)N(Cc1ccccc1F)C1CCS(=O)(=O)C1 (stereo not given)
→ -14	7	-1	5	-1	-9	-7	8
22	O=C(Cc1c[nH]c2ccccc12)N1CCc2ccccc21
→ -1	-11	0	2	6	-29	7	-28
23	COc1cccc(N2C(=O)C(O)=C(C(C)=O)C2c2ccc(OC)c(OC)c2)c1 (stereo not given)
→ 2	-2	-3	-1	-9	18	-1	1
24	CCOc1ccc(-n2c(SCC(N)=O)nnc2-c2ccco2)cc1
→ -12	-2	0	-2	-14	-1	-9	-16
25	Cc1noc(C)c1COC(=O)c1ccccc1NC(=O)c1ccco1
→ 10	8	-5	9	8	-14	-3	-3
26	O=C(NCc1ccco1)C1CC(=O)N(c2ccc(Cl)cc2)C1 (stereo not given)
→ -4	4	-2	3	1	24	3	13
27	CC(=O)c1ccc(OC(=O)c2nc(-c3ccccc3)oc2C)cc1
→ 8	20	9	17	1	8	1	15
28	COC(=O)c1cc(S(=O)(=O)N2CCN(c3cc(C)ccc3C)CC2)c[nH]1
→ 1	5	18	-12	4	26	3	-2
29	CC(C)N1CCN(Cc2ccc(C#CC(C)(C)O)cc2)CC1CCO (stereo not given)
→ 0	-11	1	13	-7	-6	-3	-10
30	COC(=O)C(NC(=O)CCc1c(C)nc2ncnn2c1C)C(C)C (stereo not given)
→ -3	-1	2	10	-3	8	9	23
31	CC1CCN(CCOCCOc2ccc(Br)cc2Cl)CC1
→ 21	8	12	-2	-1	3	12	-4
32	Cc1sc2nc[nH]c(=O)c2c1-c1ccc(Cl)cc1
→ 4	-12	9	24	1	-8	-8	-11
33	Cc1c(N2C(=O)c3ccc(F)cc3C2=O)c(=O)n(-c2ccccc2)n1C
→ 1	1	-1	-8	-5	1	1	8
34	COc1nc2ccccc2nc1OC
→ -5	-8	-4	-7	-6	15	-9	2
35	CC(=O)Nc1ccc(NC(=O)C(C)OC(=O)C2(c3ccccc3F)CCCC2)cc1 (stereo not given)
→ 10	3	8	6	2	7	6	17
36	O=C(Cc1ccccc1Cl)Nc1cc(S(=O)(=O)N2CCOCC2)ccc1N1CCOCC1
→ 5	0	-1	8	-6	-2	-1	12
37	CC(C)CC(NC(=O)C1CCC(C)CC1)C(=O)NCc1ccco1 (stereo not given)
→ 11	3	-18	3	-9	-1	8	7
38	COCCCNS(=O)(=O)c1ccc(Cl)c(C(F)(F)F)c1
→ -5	-4	4	15	-4	2	3	13
39	Cc1ccc(S(=O)(=O)NN2Cc3ccccc3C2=N)cc1
→ -8	-4	-7	-2	1	2	-13	-1
40	CC(C)OC(=O)c1cc(NC(=O)C2C3C=CC(O3)C2C(=O)O)cc(C(=O)OC(C)C)c1 (stereo not given)
→ 32	0	3	10	1	-7	0	17
41	COc1ccccc1C(=O)NC(=S)Nc1ccc(S(=O)(=O)N2CCN(C)CC2)cc1
→ 4	-3	20	24	8	3	12	-1
42	CCOc1ccc(OCc2ccc(C(=O)N3CCCCC3)o2)cc1
→ -9	-3	14	5	10	0	-1	-9
43	COc1ccccc1N1CCN(C2CCCN(C(=O)CC(F)(F)F)C2)CC1 (stereo not given)
→ -1	-4	-8	10	-4	6	9	1
44	CCOC(=O)N1CCN(Cc2nc3c(c(=O)[nH]c(=O)n3C)n2CCCc2ccccc2)CC1
→ 8	6	-13	10	5	-2	8	10
45	O=C(O)CCCNC(=O)c1cccc(C(=O)NCCCC(=O)O)n1
→ 7	2	-3	3	-4	3	0	10
46	COc1ccccc1NC(=O)Cn1cc(C(=O)C2CC2)c2ccccc21
→ 11	-11	11	4	-2	6	7	-28
47	CN(C)c1cc[n+](CC(=O)Nc2ccccc2C(F)(F)F)cc1
→ 0	1	2	-8	-11	-5	2	4
48	CNC(=O)Nc1ccc2snnc2c1
→ -2	-1	11	5	-1	10	-8	14
49	Cc1nnc(NC(=O)c2cccc(S(=O)(=O)N3CCCC3)c2)s1
→ -8	8	1	8	4	7	-8	2
50	CCN(C(=O)COC(=O)c1oc2ccc(OC)cc2c1C)C1CCS(=O)(=O)C1 (stereo not given)
→ -9	-1	4	2	7	4	7	-3
51	O=C(NCC1CCCO1)c1cncc(Br)c1 (stereo not given)
→ -4	1	0	1	-7	2	3	19
52	COc1ccc(CCNC(=O)Cc2cccs2)cc1
→ -7	-12	12	4	24	-5	-4	0
53	COc1ccc(C(O)c2ncc(C(F)(F)F)cc2Cl)cc1 (stereo not given)
→ 3	6	1	-8	-5	-8	4	2
54	O=c1cc(CN2CCOCC2)c2c(ccc3ccccc32)o1
→ -6	6	-1	14	-12	3	-8	-11
55	CC1CCCC(C)N1C(=O)CSc1ncccn1 (stereo not given)
→ 28	-1	5	5	-8	6	-2	14
56	OCC1(Cc2ccccc2)CCCN(Cc2ccc3c(c2)OCCO3)C1 (stereo not given)
→ 15	-5	-4	6	-4	-12	4	0
57	CCN(C(=O)COC(=O)c1cc(-c2ccccc2)nc2ccc(Br)cc12)C1CCS(=O)(=O)C1 (stereo not given)
→ -14	-5	1	19	1	8	-32	20
58	Cc1[nH][nH]c(=O)c1C(c1ccc(-c2ccc(Cl)cc2)o1)c1c(C)[nH][nH]c1=O
→ -6	21	86*	11	14	12	-15	15
59	O=C(O)CSc1nnc(Cc2ccccc2)n1Cc1ccccc1
→ 3	0	-10	-7	-3	-3	11	22
60	CCOCCn1c(N2CCCC2)nc2c1c(=O)[nH]c(=O)n2C
→ -8	2	-8	7	-4	4	-2	-2

Compound profiles, from the list above. Order of screens: Gli-Sufu antag | SENP8 block | Apaf-1 inh | CCR6 antag | EBI2 antag | Jurkat NFkB inh | UBC13 inh | 697 NFkB inh
COc1ccc(CCNC(=O)Cc2cccs2)cc1 across the screens: -7 | -12 | 12 | 4 | 24 | -5 | -4 | 0
COc1ccccc1N1CCN(C2CCCN(C(=O)CC(F)(F)F)C2)CC1 (stereo not given) across the screens: -1 | -4 | -8 | 10 | -4 | 6 | 9 | 1
O=C(O)CCCNC(=O)c1cccc(C(=O)NCCCC(=O)O)n1 across the screens: 7 | 2 | -3 | 3 | -4 | 3 | 0 | 10
O=C(NCC1CCCO1)c1cncc(Br)c1 (stereo not given) across the screens: -4 | 1 | 0 | 1 | -7 | 2 | 3 | 19
Cc1sc2nc[nH]c(=O)c2c1-c1ccc(Cl)cc1 across the screens: 4 | -12 | 9 | 24 | 1 | -8 | -8 | -11

In the list so far, these have an aryl thioether with sulfur outside any ring:
Values run as follows: Gli-Sufu antag	SENP8 block	Apaf-1 inh	CCR6 antag	EBI2 antag	Jurkat NFkB inh	UBC13 inh	697 NFkB inh
2	CCCOc1ccc(Cc2c(O)nc(SC)[nH]c2=O)cc1C
→ -3	-12	11	7	-3	-8	-2	-20
16	C=CCSc1nnc(NC(=O)CCN2C(=O)C3CC=CCC3C2=O)s1 (stereo not given)
→ -6	0	-3	1	-5	0	2	6
19	CC(NC(=O)CSc1nc2c(cc1C#N)CN(C)CC2)c1ccccc1 (stereo not given)
→ 3	6	18	8	-12	-15	-67	-23
24	CCOc1ccc(-n2c(SCC(N)=O)nnc2-c2ccco2)cc1
→ -12	-2	0	-2	-14	-1	-9	-16
55	CC1CCCC(C)N1C(=O)CSc1ncccn1 (stereo not given)
→ 28	-1	5	5	-8	6	-2	14
59	O=C(O)CSc1nnc(Cc2ccccc2)n1Cc1ccccc1
→ 3	0	-10	-7	-3	-3	11	22
